ARFGAP1 inhibitor = inhibits rat ARF GTPase activating protein 1 | Arfgap1-stimulated ARF1 GTP hydrolysis, GDP FP detection | 360,000 compounds, 0.26% hits | inhibition, % at 16.5 µM | Q62848;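 active = inhibition above a per-plate limit, mean inhibition of low control wells plus 3 SD, cut at about 25% in these data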;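 also: 0% = DMSO wells with enzyme and 100% = wells lacking Arfgap1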
Target sequence (Q62848 1-136 limits assumed): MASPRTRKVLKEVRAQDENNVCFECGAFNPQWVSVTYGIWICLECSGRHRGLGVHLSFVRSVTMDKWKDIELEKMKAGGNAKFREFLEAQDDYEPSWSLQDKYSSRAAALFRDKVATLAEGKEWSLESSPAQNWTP
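Repeats: one replicate per compound; assay system: rat Arfgap1 catalytic domain, aa 1-136; times: enzyme reaction 120 min at 25 °C after 20 min preincubation; detection: FP of antibody-bound GDP Alexa 633 tracer, ex 620/em 688 nm; benchmarks: high control wells lacking Arfgap1, low control full reaction with DMSO; reagent: human ARF1(Δ1-17)-GTP substrate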
TDP2 absorb = TDP2 (human) inhibition, absorbance primary screen; inhibition, % at 12.8 µM; recombinant TDP2, T5PNP hydrolysis, p-nitrophenol absorbance 415 nm; 370,000 compounds, 0.34% hits; AID 720702;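 active = inhibition above the mean of all tested compounds plus 3 SD, set per campaign, cut at about 25% in these data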;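 also: 0% = DMSO with enzyme and 100% = buffer with substrate but no TDP2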
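Read-out basis: percent inhibition. System: recombinant human TDP2. Buffer or medium: Mg2+-containing Tris-HCl buffer, pH 7.5. Repeats: single replicate. Timing: reaction 2 h, 37 °C. Benchmarks: high control without enzyme, low control DMSO plus TDP2. Probe or stimulus: 5 mM T5PNP. Doses: 12.8 µM only. Measured by: epi absorbance of p-nitrophenol freed from T5PNP by hydrolysis.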
PLC-gamma1 inh = blocks human PLC-gamma1 enzyme activity; 370,000 compounds, 0.84% hits; inhibition, % at 12.2 µM; P19174; purified PLC-gamma1, fluorogenic substrate, fluorescence; in the data active = inhibition above about 9.5%
DDE Tn6 FP inh = disrupts Tn6 cyclic peptide binding to fibrin D-Dimer-E complex; Fibrin DD(E) TRITC-Tn6 fluorescence polarization displacement; P02675; 370,000 compounds, 0.21% hits; inhibition, % at 8.3 µM; AID 720509;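 active = inhibition above a per-campaign cutoff: mean of compounds within control limits plus 3 SD, cut at about 15% in these data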;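 also: 0% = median of all compound wells on the plate and 100% = blocking peptide control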
KLK7 zymogen act = activates the human kallikrein-7 zymogen | AID 652039 | purified proKLK7, EDANS-DABCYL substrate fluorescence; 100% is mature enzyme control, 0% vehicle | P49862 | 370,000 compounds, 0.9% hits | activation, % at 7 µM;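 active = activation above the mean of all tested compounds plus 3 SD, computed per campaign excluding outliers beyond control limits, cut at about 13% in these data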
Target sequence (P49862 whole entry, looked up): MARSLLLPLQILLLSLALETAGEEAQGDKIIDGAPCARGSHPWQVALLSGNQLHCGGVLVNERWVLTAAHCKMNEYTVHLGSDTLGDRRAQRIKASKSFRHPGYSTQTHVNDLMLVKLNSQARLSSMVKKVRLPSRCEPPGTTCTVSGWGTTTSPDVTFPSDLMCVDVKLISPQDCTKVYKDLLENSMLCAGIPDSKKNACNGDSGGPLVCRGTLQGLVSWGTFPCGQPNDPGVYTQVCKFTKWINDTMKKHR
ADAM17 inh = ADAM17 inhibition, QFRET primary screen; P78536; recombinant ADAM17, EDANS/DABCYL FRET peptide cleavage; inhibition, % at 6.95 µM; 370,000 compounds, 0.83% hits;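 active = inhibition above the mean of compounds lying between control limits plus 3 SD, set per campaign, cut at about 8.5% in these data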;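 also: 0% = DMSO-only wells as the low control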
ADAM10 inh = inhibitors of human ADAM10; O14672; recombinant ADAM10, EDANS/DABCYL FRET peptide cleavage, 3 h; inhibition, % at 7 µM; 370,000 compounds, 0.62% hits;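 active = inhibition above a per-campaign cutoff equal to the mean of compounds falling between control-based bounds plus 3 SD, cut at about 20% in these data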;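 also: 0% = DMSO wells while the 100% control is not disclosed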
Target sequence (O14672 214-748 limits assumed): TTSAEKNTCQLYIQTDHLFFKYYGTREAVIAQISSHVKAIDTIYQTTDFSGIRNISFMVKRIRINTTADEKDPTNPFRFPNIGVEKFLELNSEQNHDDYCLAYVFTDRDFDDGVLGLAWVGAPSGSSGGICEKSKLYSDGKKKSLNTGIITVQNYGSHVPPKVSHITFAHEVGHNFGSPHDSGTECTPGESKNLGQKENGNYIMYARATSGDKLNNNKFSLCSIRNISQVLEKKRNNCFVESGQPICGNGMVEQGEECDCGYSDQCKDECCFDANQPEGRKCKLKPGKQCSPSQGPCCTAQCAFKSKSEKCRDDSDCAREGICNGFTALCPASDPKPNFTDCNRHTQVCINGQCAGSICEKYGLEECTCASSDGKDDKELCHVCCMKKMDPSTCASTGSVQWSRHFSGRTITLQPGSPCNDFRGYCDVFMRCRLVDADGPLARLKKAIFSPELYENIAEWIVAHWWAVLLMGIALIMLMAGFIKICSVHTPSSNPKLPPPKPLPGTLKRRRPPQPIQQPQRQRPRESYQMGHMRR
LEDGF integ inh = blocks HIV-1 LEDGF/p75-dependent DNA integration; TR-FRET IN-LEDGF/p75 DNA integration, Eu/Cy5; inhibition, % at 3.7 µM; 370,000 compounds, 0.64% hits;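 active = inhibition above the screen-wide mean plus 3 SD, cut at about 13% in these data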;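 also: signal is the Cy5 over europium emission ratio at 671 and 618 nm; 0% = plate median of compound wells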
ASAP1 GAP inh = inhibitors of human ASAP1 ArfGAP activity. AID 624377. inhibition, % at 16.5 µM. ASAP1-stimulated ARF1 GTP hydrolysis, GDP FP detection. Q9ULH1. 360,000 compounds, 0.19% hits; in the data active = inhibition above about 25%;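 also: 0% = vehicle with enzyme and substrate and 100% = no enzyme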
Tn7 DDE FP = inhibitors of Tn7 peptide binding to human fibrin DD(E); AID 720508; P02675; FP displacement of FITC-Tn7 peptide from fibrin DD(E); 0% = median of compound wells per plate; inhibition, % at 8.3 µM; 370,000 compounds, 0.13% hits;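 active = inhibition above the mean of compounds falling within the control limits plus 3 SD of them, cut at about 14% in these data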;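 also: 0% = plate median of compound wells and 100% = 10 µM Aha-Tn7 peptide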
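Measure: % inhibition scaled between sample-field median and high-control FP; Test system: human fibrin DD(E); Quantity: 2 µM final DD(E) protein; Doses: one dose, 8.3 µM nominal; Schedule: compound with protein 10 min, then 3 h after probe, room temperature; Detection: fluorescence polarization; Medium: Tris buffer with calcium and detergent, pH 7.8.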
* hit, by the source's call. An unsorted share of the library; about 4.2% have a hit in one of these screens.

SMILES,ADAM17 inh,ASAP1 GAP inh,ARFGAP1 inhibitor,TDP2 absorb,Tn7 DDE FP,KLK7 zymogen act,PLC-gamma1 inh,DDE Tn6 FP inh,LEDGF integ inh,ADAM10 inh
COc1ccc(S(=O)(=O)Nc2ccc3c(c2)OCCO3)cc1OC,-2,8,-1,13,4,-0.1,-4,-6,-2,4
CCCOC1CCCN(Cc2cn(C)nc2-c2ccccc2F)C1 (stereo unspecified),-2,2,9,6,0,1.2,-2,8,-2,-1
CCOc1cc(/C=N/NC(=O)CSc2nncn2C)ccc1OCc1cccc(C)c1,-3,2,-6,-9,1,0.1,4,-9,-2,-1
Cc1ccc(C(=O)N/N=C/c2ccc(-c3ccc(Br)cc3[N+](=O)[O-])o2)o1,-8,3,6,27*,-2,-0.1,-13,2,1,-17
CCc1ccccc1NC(=O)Nc1ccc2c(c1)OCO2,0,-8,-5,5,3,0.4,2,1,-1,1
O=C(/C=C/c1ccco1)NC(=S)Nc1nc(-c2ccc(Cl)cc2)cs1,-1,-4,1,-4,-8,-0.8,3,-1,0,6
Cc1ccc(C2C3=C(NCCN=C3c3ccccc3)C(=O)N2c2ccccc2)cc1 (stereo unspecified),-12,0,-12,1,6,4.1,-142,0,-1,-15
COc1ccc(CN2CC(C(=O)NCCc3ccccc3)CC2=O)cc1 (stereo unspecified),-2,3,-13,2,12,0.5,0,6,0,3
FC(F)(F)c1ccc(NCCc2ccccc2)nc1,-4,6,7,-2,8,0.1,0,-5,3,-2
O=C(N/N=C/c1ccncc1)c1ccc(OCc2ccccc2)cc1,-1,-2,2,-1,-1,-0.7,-5,-5,1,-2
COc1ccc(-c2nnc3ccc(SCC(=O)Nc4nc5ccc(C)cc5s4)nn23)cc1OC,-1,8,-4,3,-3,0.4,2,-3,2,12
CC(=O)Nc1ccc(S(=O)(=O)n2cnc3ccccc32)cc1,-4,-11,-1,-5,-4,0.4,0,1,4,-3
CCC(=O)c1ccccc1OCCCn1cncn1,-5,5,3,3,-3,-0.4,1,-11,-1,2
Cc1c(CCOC(=O)c2ccc(Cl)cc2Cl)sc[n+]1CC(=O)c1ccc(Br)cc1,0,2,1,5,2,0.0,3,-5,-2,-12
CCN(CC)C(=O)Cn1cnc2sc(C(=O)Nc3cc(OC)c(OC)c(OC)c3)c(C)c2c1=O,-10,-14,-5,9,5,0.8,0,4,-3,-16
CCCC(=O)N(Cc1cc2cc(OC)ccc2[nH]c1=O)c1ccc(OC)cc1,-72,-13,11,-2,4,1.0,-18,2,-1,-258
O=C1Nc2ccc([N+](=O)[O-])cc2OC1CCN1CCN(Cc2ccccc2)CC1 (stereo unspecified),-5,2,7,1,7,-0.2,0,0,-5,2
COc1cccc(S(=O)(=O)NCC(=O)N2CCCC2)c1,-2,-10,7,-10,4,-0.1,-2,5,1,6
O=C1NC(Cc2ccccc2)C(=O)N1Cc1cc([N+](=O)[O-])cc2c1OCOC2 (stereo unspecified),2,10,-4,-8,4,0.5,2,0,4,4
Cc1nn(C)cc1CN(C)C(=O)CCc1nnc(CCC2CCCCC2)o1,-2,-11,0,-7,-1,0.2,11*,0,1,-13
Cc1cc(=O)cc(C)n1-c1ccc(O)cc1,1,6,-15,-6,-1,0.1,3,3,2,5
CCC(c1nc2ccccc2[nH]1)n1c(=O)c(-c2ccccc2)nc2ccccc21 (stereo unspecified),-10,6,2,2,0,1.0,-11,-5,0,-33
Cc1ccc(S(=O)(=O)NC(CC(=O)OCc2ccccc2)C(=O)OCc2ccccc2)cc1 (stereo unspecified),9,1,5,-3,-4,0.1,0,3,6,17
COc1ccc2c(c1)C(=O)N(CCc1ccc(S(=O)(=O)NC(=O)NC3CCCCC3)cc1)C(=O)C2(C)C,-31,-1,3,0,1,-0.2,-22,1,0,-79

3 compounds from above, sorted by SMILES length, ascending.
SMILES,ADAM17 inh,ASAP1 GAP inh,ARFGAP1 inhibitor,TDP2 absorb,Tn7 DDE FP,KLK7 zymogen act,PLC-gamma1 inh,DDE Tn6 FP inh,LEDGF integ inh,ADAM10 inh
Cc1cc(=O)cc(C)n1-c1ccc(O)cc1,1,6,-15,-6,-1,0.1,3,3,2,5
Cc1ccc(S(=O)(=O)NC(CC(=O)OCc2ccccc2)C(=O)OCc2ccccc2)cc1 (stereo unspecified),9,1,5,-3,-4,0.1,0,3,6,17
COc1ccc2c(c1)C(=O)N(CCc1ccc(S(=O)(=O)NC(=O)NC3CCCCC3)cc1)C(=O)C2(C)C,-31,-1,3,0,1,-0.2,-22,1,0,-79

The list goes on.
SMILES,ADAM17 inh,ASAP1 GAP inh,ARFGAP1 inhibitor,TDP2 absorb,Tn7 DDE FP,KLK7 zymogen act,PLC-gamma1 inh,DDE Tn6 FP inh,LEDGF integ inh,ADAM10 inh
CC(=O)Nc1ccccc1NC(=O)C/C(C)=N/NC(=O)c1ccncc1,0,8,-2,-14,1,-0.8,2,3,1,-6
CC(C)(C)C1CCC(CN2CCC(CN3C(=O)C(=O)NC[C@@H]3Cc3ccccc3)CC2)CC1 (stereo partly specified),-7,-4,-6,-5,-2,1.2,-1,4,-3,-12
Cc1c(NC(=O)Nc2ccccc2Cl)sc(=S)n1C,-13,1,5,-4,0,0.1,-1,-14,0,-78
O=S(=O)(c1ccccc1)c1nnn2c1nc(NC1CCN(Cc3ccccc3)CC1)c1ccccc12,-11,-2,-1,-3,5,-16,-8,-3,-7,-25
Cc1nn(-c2ccccc2)c(Cl)c1CN(C(=O)CCl)c1ccc(Cl)cc1,5,-1,-8,-7,-12,0.4,5,-1,-2,4
CO/N=C(\C(=O)N[C@@H]1C(=O)N2C(C(=O)O)=C(COC(N)=O)CS[C@H]12)c1ccco1,0,3,8,-12,-4,0.4,-3,4,14*,-1
CCOC(=O)N=Nc1c2ccccc2c2nc3no[nH]c3nc12,0,14,18,21,-1,-0.1,3,11,4,3
C=CCn1c(SCC(=O)Nc2ccc3c(c2)OCO3)nnc1-c1cc(Br)ccc1O,6,9,1,-8,-3,0.3,-22,-7,1,9
CNc1ccc(-c2cccc(C#N)c2)cn1,-25,2,-10,6,2,0.8,-103,7,0,-82
COc1ccc([N+](=O)[O-])cc1NC(=O)Nc1ccc(OC)c(OC)c1,5,19,-10,2,1,0.1,7,-8,0,7
O=c1c2ccccc2nc(CSc2nnnn2-c2ccccc2)n1-c1cccc(C(F)(F)F)c1,-4,-2,7,1,3,0.3,-3,7,0,-1
CC(C)n1c(N2CCN(C(=O)N3CCCCC3)CC2)nc2ccccc21,0,-17,0,-8,-3,0.1,-2,2,0,-14
CC1CCN(Cc2nnnn2CCCC(=O)NCCN2CCOCC2)CC1,-5,0,-4,14,-3,-0.4,3,-2,-2,-11
Cc1cccc(OCCOCCSc2ncccn2)c1,4,-10,-13,3,2,0.1,4,-2,-1,8
Cc1onc(-c2ccccc2Cl)c1C(=O)Nc1cc(=O)n(C)c(=O)n1C,-3,3,-11,3,-10,-0.8,-1,-2,3,-6
COC(=O)c1ccc(CSc2cc(C)c3cc(C)cc(C)c3n2)o1,-1,6,-9,-8,-4,-0.3,2,5,1,-7
COc1ccc(-c2nnc(SCC(=O)N3CCCC(C)C3)o2)c(OC)c1 (stereo unspecified),-2,15,9,-9,-7,-0.2,2,-2,1,2
Cc1ccc(NC(=O)c2cccc3c2-c2ccccc2C3=O)cc1C,-3,5,19,1,3,0.3,3,-8,0,-6
O=C(CSc1nccn1Cc1ccco1)Nc1ccccc1C(F)(F)F,-2,-2,0,-1,-8,0.1,0,7,4,-16
O=C(CCCCCCCC(=O)N1CCCCCC1)N1CCCCCC1,-7,-7,-4,3,-2,-0.2,2,-2,0,-10
COc1ccc(OCC(=O)Nc2nnc(-c3ccco3)s2)cc1,8,1,-7,-19,-2,0.0,-16,-3,10,3
CC[C@H](C)[C@H]1CNC(=S)N1CC1CCN(CC)CC1,-4,5,12,-4,5,0.1,2,3,-8,-17
O=C(O)C1Nc2ccc(C(F)(F)F)cc2C2OCCC12 (stereo unspecified),-4,-14,13,7,0,-0.5,2,-7,3,4
Nc1cc(N)nc(SCC(=O)N2CCN(S(=O)(=O)c3ccccc3)CC2)n1,0,-9,-2,-17,5,0.8,2,0,8,3
Cc1ccc(CNC(=O)C2CCC(CNc3c(N4CCOCC4)c(=O)c3=O)CC2)cc1 (stereo unspecified),-2,0,1,4,5,-1.0,4,10,-1,-6
C/C(=N\NS(=O)(=O)c1ccc([N+](=O)[O-])cc1)c1c[nH]c2ccccc12,-2,3,1,-7,3,0.4,-4,-1,-4,-3
CC(C#N)OC(=O)c1cccnc1SCC(=O)Nc1ccc2c(c1)OCO2 (stereo unspecified),-6,4,9,4,0,-0.3,-3,-1,-2,-14
COCCNC(=O)C1CCC(=O)N1S(=O)(=O)c1ccc(C)cc1 (stereo unspecified),-3,0,12,4,-6,-0.1,2,-9,-3,1
O=C(O)C1C2C=CC(C2)C1C(=O)N1CCOCC1 (stereo unspecified),-4,-24,-1,3,4,-0.5,1,-1,0,-1
COc1ccc(Cl)cc1C(=O)Nc1ccc(Br)c(C)n1,0,-6,-2,-4,-7,0.3,3,4,6,3
COc1ccc(C(=O)NC2CCN(Cc3ccccc3)C2)cc1S(=O)(=O)N1CCOCC1 (stereo unspecified),-1,-3,-1,0,-4,0.0,-2,2,-2,-12
CCCCNC(=O)c1c[nH]c2ccc(S(=O)(=O)Nc3ccc(OCC)cc3)cc2c1=O,-2,8,-6,-4,6,-1.1,-2,10,-4,0
Cc1cccc(NC(=O)NNC(=O)COc2ccc3ccccc3c2)c1,-2,1,7,3,-4,0.7,0,-3,1,-2
COc1ccc(Cl)cc1NC(=O)c1sc2nc(C)nc(N3CCOCC3)c2c1C,1,-1,-7,-18,0,0.2,1,0,3,-3
NC(=NC(=O)c1ccccc1)N1N=CCC1c1ccccc1 (stereo unspecified),-2,-16,10,5,2,-0.4,1,8,-1,8
Cc1ccc2cccc(OCc3ccc(F)cc3)c2n1,-10,4,6,4,-1,1.5,-36,8,-3,-16
Cc1ccc(NC(=O)c2cccs2)cc1NC(=O)c1cccnc1,-3,7,7,10,1,0.2,0,-2,1,-3
CCCCC(=O)N1CCN(c2nc3ccc(F)cc3s2)CC1,-1,6,-6,4,2,-0.1,0,1,-1,-9
O=C(NCc1ccc(F)cc1)c1[nH]c(C(F)(F)F)nc1-c1ccccc1,2,10,10,-4,2,0.5,-2,5,-3,-8
